E-sel TNF inh – blocks E-selectin expression induced by TNF alpha; HUVEC TNFa-induced E-selectin immunofluorescence, high content; inhibition, % at 2 µM; actives 0.71% (n = 120,000); AID 1246;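 active = inhibition above the batch mean plus 3 SD, and confirmed as a hit on visual image review, cut at about 43% in these data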;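 note: 0% = TNF-stimulated DMSO wells and 100% = unstimulated control wells; not every result past the cut was called active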
HCT116 PTEN-null – PTEN-deleted cell growth suppression | viability, % at 10 µM | HCT116 PTEN-null viability, CellTiter-Glo, 60 h; active compounds read low | actives 1.2% (n = 140,000);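 active = viability at or below a set limit, 4 SD under the median of all tested compounds, cut at about 3.7% in these data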;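 note: PTEN knockout HCT116 line with beta catenin targeted HCT116 as companion control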
Yeast life ext – yeast lifespan extension; AID 775; inhibition of the nicotinamide effect, % at 10 µM; S. cerevisiae growth with nicotinamide, OD615; deaD strain in restrictive glucose medium; actives 0.68% (n = 130,000);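 active = inhibition above a set limit, placed 3 SD over the median of all compounds, cut at about 26% in these data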;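 note: 0% = nicotinamide-treated wells and 100% = cells grown without nicotinamide; some compounds called inactive have numbers as strong as hits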
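System: Modified budding yeast, DeaD strain | Buffer or medium: Restrictive glucose medium | Also added: 1.5 mM nicotinamide | Doses: 10 µM single point, 0.25% DMSO | Schedule: 48 h compound exposure at 30 °C, humidified | Detection: Absorbance at 615 nm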
Measles CPE – protection of cells from measles virus | Measles virus-infected cells, CPE protection, absorbance | protection (pct of control), % at 4 µM | actives 1.5% (n = 140,000) | AID 841; in the data active = protection mostly above about 24%, no sharp cut-off; inactive = mostly below about 26%; note: some compounds called inactive have numbers as strong as hits
NPY-Y2 antag – antagonists of human neuropeptide Y receptor Y2. P49146. NPY-Y2 expressing cells, antagonist mode. inhibition, % at 2.7 µM. actives 0.99% (n = 140,000). AID 793; in the data active = inhibition above about 17%;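 note: 0% = vehicle with agonist challenge and 100% = reference antagonist with challenge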
Target sequence (P49146 whole entry, looked up): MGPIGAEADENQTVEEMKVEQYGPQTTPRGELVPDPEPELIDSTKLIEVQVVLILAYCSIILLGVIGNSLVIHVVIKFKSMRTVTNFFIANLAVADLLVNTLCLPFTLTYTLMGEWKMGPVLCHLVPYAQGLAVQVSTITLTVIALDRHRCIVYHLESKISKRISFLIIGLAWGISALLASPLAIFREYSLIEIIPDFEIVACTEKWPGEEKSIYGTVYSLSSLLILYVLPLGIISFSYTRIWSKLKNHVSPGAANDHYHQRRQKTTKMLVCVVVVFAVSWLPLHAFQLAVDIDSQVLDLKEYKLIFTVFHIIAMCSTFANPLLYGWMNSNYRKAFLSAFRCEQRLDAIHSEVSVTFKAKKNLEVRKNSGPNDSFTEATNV
GALR2 antag – antagonists of human galanin receptor 2 (GALR2); GALR2-expressing cells, antagonist mode; actives 0.39% (n = 140,000); AID 828; O43603; inhibition, % at 4 µM; in the data active = inhibition above about 27%;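 note: cells stimulated with galanin 1-16 at roughly its EC80; 0% = agonist challenge control and 100% = basal control without agonist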
Target sequence (O43603 whole entry, looked up): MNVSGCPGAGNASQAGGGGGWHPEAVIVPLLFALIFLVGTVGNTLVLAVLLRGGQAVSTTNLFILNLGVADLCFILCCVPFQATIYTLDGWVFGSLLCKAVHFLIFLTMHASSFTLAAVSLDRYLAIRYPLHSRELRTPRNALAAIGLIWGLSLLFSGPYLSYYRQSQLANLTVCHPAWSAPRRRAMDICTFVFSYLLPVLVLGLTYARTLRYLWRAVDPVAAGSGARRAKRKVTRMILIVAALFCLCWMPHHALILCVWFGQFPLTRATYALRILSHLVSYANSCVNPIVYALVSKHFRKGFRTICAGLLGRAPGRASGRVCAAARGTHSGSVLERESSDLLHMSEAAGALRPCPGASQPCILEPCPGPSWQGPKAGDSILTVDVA
Phagocyt inh – inhibitors of macrophage phagocytosis; inhibition, % at 5 µM; J774A.1 macrophage IgG-bead phagocytosis, imaging; AID 1029; actives 0.07% (n = 110,000);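 active = inhibition above the mean of the plate negative controls plus 5 SD, cut at about 13% in these data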;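 note: phagocytic index as fraction of beads internalized from green versus red external bead signal; plate controls were DMSO negative control for no effect and cytochalasin-D positive control for full effect; some results beyond the cut were filed as inactive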
BB579 growth dn – chemicals that inhibit yeast BB579 growth in restrictive medium (lifespan-shortening candidates). S. cerevisiae BB579 growth, OD615, 48 h. actives 0.51% (n = 140,000). AID 804. inhibition, % at 10 µM;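 active = inhibition above a set limit, 3 SD over the mean compound inhibition, cut at about 44% in these data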; note: inactives centre near -24
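System: Saccharomyces cerevisiae DeaD strain BB579, replicative lifespan model yeast | Buffer or medium: Restrictive glucose-based CSMM-D medium | Times: 4 h preincubation and 48 h exposure at 30 °C | Detection: OD615 turbidity measurement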
MRP-1 activ – activates MRP-1 | viability increase, % at 10 µM | H69AR cells + doxorubicin, viability rescue, CellTiter-Glo | actives 0.61% (n = 140,000);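 active = viability gain under doxorubicin at or above a set limit, the compound median plus 3 SD, cut at about 4.7% in these data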;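 note: MRP-1 overexpressing cells given doxorubicin 25 µM after compound pretreatment; 18-22 h compound pretreatment then 72 h with doxorubicin before readout; 0% = doxorubicin-only wells and 100% = vehicle-treated cells without doxorubicin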
bCat KO growth – beta-catenin-lacking colon tumor cell growth suppression; HCT116 beta-catenin knockout viability, CellTiter-Glo, 60 h; active compounds read low; viability, % at 10 µM; actives 1.5% (n = 140,000);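 active = viability at or under a set limit, the compound median less 4 SD, cut at about 6% in these data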;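 note: 0% = Hyamine 1622 control at 20 µM and 100% = untreated cell control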
* = called active by the depositor; x = not tested or not shown. Rows are unselected. Share with any hit: about 6.1%.

SMILES	E-sel TNF inh	HCT116 PTEN-null	Yeast life ext	Measles CPE	NPY-Y2 antag	GALR2 antag	Phagocyt inh	BB579 growth dn	MRP-1 activ	bCat KO growth
CCSC1(SCC)N=C(N)C2(C#N)C(c3ccccc3)NC(C)=CC12C#N (centres undefined)	0	97	-15	6	1	7	-3	7	-2.6	102
Cc1ccc(SCCNC(=S)Nc2ccccc2)cc1	-15	106	-14	6	3	-8	1	-40	-1.6	113
O=C(c1ccc(=O)n(Cc2ccc(Cl)c(Cl)c2)c1)N1CCOCC1	28	94	-5	6	2	8	x	-13	-2.1	84
Cc1cc(=O)n2[nH]c(-c3ccccc3)cc2n1	12	91	-2	10	-2	-8	-1	-54	-0.8	94
Cc1cc(NS(=O)(=O)Cc2ccccc2)no1	-6	110	6	13	2	19	0	-47	-0.5	104
O=C(CSc1ncccc1C(=O)O)NCc1ccc(F)cc1	-7	94	-1	21	2	4	0	-32	0.4	100
N#CC1=C(N)N(c2ccccc2)C(c2cccc([N+](=O)[O-])c2)C1(C#N)C#N (centres undefined)	-16	89	-6	7	0	-24	0	-4	-4.8	93
C[C@@H](O)C1NC(=O)[C@H](CCCCN)NC(=O)c2cc([N+](=O)[O-])cc(I)c2OCC[C@@H](C(N)=O)NC1=O (some centres undefined)	-9	102	8	4	-2	-14	x	11	-0.7	98
COc1ccc(C(=O)On2c(-c3ccc(Br)cc3)nc3ccccc3c2=O)cc1	-19	62	96*	7	0	3	-5	-33	-2.9	62
O=C1C(=O)N(Cc2cccnc2)C(c2ccccn2)/C1=C(/O)c1ccccc1 (centres undefined)	29	97	-5	23	0	6	0	-11	-0.4	96
CCCCC(=O)Nc1ccc(NC(=O)C2CC2)cn1	x	106	-10	13	1	-3	-3	-49	2.3	95
CCc1c(C)c2ccc(OCC(=O)OC(C)C)c(C)c2oc1=O	-9	87	-18	7	9	-3	-2	-34	2.0	72
O=S(=O)(c1cc(C(F)(F)F)ccc1Cl)N1CCCCCC1	-33	85	1	2	8	10	0	-11	-3.1	82
CC(C)c1c(O)nc(SCC(=O)Nc2ccc3c(c2)CCC3)[nH]c1=O	x	93	-6	5	2	11	-1	-38	-0.1	89
c1ccc(N2CCN(c3nc4cc5c(cc4s3)OCO5)CC2)cc1	7	103	-17	4	1	-7	0	-21	0.3	93
COC(=O)C(C#N)C(c1cccnc1)c1c(C)[nH][nH]c1=O (centres undefined)	-5	106	-5	22	3	12	-3	-31	-0.7	116
CC(C)(C)NC(=O)c1cc(C(C)(C)C)c(O)c(C(C)(C)C)c1	-22	108	-2	5	4	-3	-1	-6	-1.1	95
O=C(OCc1ccccc1)C1=NNC2C(=O)N(c3ccccc3)C(=O)C12 (centres undefined)	-4	105	-6	11	1	-2	-6	12	1.5	99
COc1ccc(N=c2sc3ccccc3n2C)cc1	9	82	-18	16	6	4	0	-28	-1.2	84
COc1ccccc1C(CC(=O)Nc1ccc(Cl)cc1)c1ccc(OC(C)C)cc1 (centres undefined)	x	59	-2	29	4	-7	3	-11	0.0	60

Marked active in Yeast life ext, of those listed so far:
Molecule | E-sel TNF inh | Yeast life ext | Measles CPE | NPY-Y2 antag | GALR2 antag | Phagocyt inh | BB579 growth dn
COc1ccc(C(=O)On2c(-c3ccc(Br)cc3)nc3ccccc3c2=O)cc1 | -19 | 96* | 7 | 0 | 3 | -5 | -33

Compound profiles, as listed above. Order of screens: E-sel TNF inh | HCT116 PTEN-null | Yeast life ext | Measles CPE | NPY-Y2 antag | GALR2 antag | Phagocyt inh | BB579 growth dn | MRP-1 activ | bCat KO growth
CC(C)(C)NC(=O)c1cc(C(C)(C)C)c(O)c(C(C)(C)C)c1 as listed: -22 | 108 | -2 | 5 | 4 | -3 | -1 | -6 | -1.1 | 95
N#CC1=C(N)N(c2ccccc2)C(c2cccc([N+](=O)[O-])c2)C1(C#N)C#N (centres undefined) as listed: -16 | 89 | -6 | 7 | 0 | -24 | 0 | -4 | -4.8 | 93

(more compounds)
SMILES	E-sel TNF inh	HCT116 PTEN-null	Yeast life ext	Measles CPE	NPY-Y2 antag	GALR2 antag	Phagocyt inh	BB579 growth dn	MRP-1 activ	bCat KO growth
Cc1ccccc1OCCCCn1cnc2ccccc21	-4	21	-5	4	10	-3	x	-29	-0.3	17
O=C(NCC(=O)N(c1ccc2c(c1)OCO2)C(C(=O)NC1CCCC1)c1cccs1)c1ccco1 (centres undefined)	15	52	-26	66*	4	-1	1	-36	-3.4	35
O=C(CN1CCCCC1)N1CCN(C(=O)CN2CCCCC2)CC1	x	100	-5	2	0	-7	-1	-6	-0.5	100
COc1cccc(CN2CCN(C(=O)c3cccs3)CC2)c1OC	-4	92	6	25	4	10	0	2	0.0	92
CCOC(=O)C1=C(C)OC(N)=C(C(=O)OCC)C1c1ccncc1 (centres undefined)	x	107	-7	42	1	4	1	-51	-0.7	97
CCc1nc2nc(C)cc(Nc3cccc(C(F)(F)F)c3)n2n1	-21	103	1	14	2	5	-3	-41	-2.3	83
O=C(NCCc1ccccc1)C1c2ccccc2C(=O)N1C1CC1 (centres undefined)	20	85	-3	19	-3	4	-2	-15	-3.9	83
Cc1ncc(CO)c(/C=N/N=C/c2ccccc2O)c1O	-7	93	-6	6	0	0	-8	-28	-2.8	89
CN(C)c1ccc(C=C(c2nnnn2-c2ccccc2)c2nnnn2-c2ccccc2)cc1	x	80	6	23*	3	9	-6	-43	-2.1	87
COC(=O)/C=c1\sc2n(c1=O)C(C)=CC(C)(C)N=2	x	84	14	6	3	10	2	-13	-5.0	88
COC(=O)c1ccc(Cl)c(NC(=O)Cc2ccccc2[N+](=O)[O-])c1	x	93	-5	19	4	9	-9	-6	-3.1	93
CC12CCC(C(=O)NCc3ccco3)(OC1=O)C2(C)C (centres undefined)	11	103	-5	4	-1	-3	-2	13	0.2	93
COc1cc(/C=C2/C(=N)N3C=CSC3=NC2=O)ccc1OCCCOc1c(C)cccc1C	10	87	-11	20	1	7	x	-21	-2.3	87
CCCn1cnc2cc(NCc3cccc(OC)c3O)ccc21	-28	105	-4	10	0	17	-1	-46	-0.6	108
CN(C)S(=O)(=O)Nc1ccc(NS(=O)(=O)N(C)C)c(S(=O)(=O)c2ccccc2)c1	x	104	-8	2	3	4	0	-15	0.5	106
COc1ccc(-c2cc(C(F)(F)F)n3nc(C(=O)NCc4ccco4)cc3n2)cc1OC	8	74	-4	4	3	-5	-2	-53	-1.5	83
Oc1c(Cl)cc(Cl)cc1C=Nc1ccc2c(c1)OCCO2	1	110	13	8	0	-1	-2	19	-5.2	98
COC(=O)c1ccc(/C=C(\C#N)C(=O)NC(C)c2ccccc2)cc1 (centres undefined)	x	1.6*	18	9	5	-2	-2	4	-4.8	3.7*
Cc1ccc(CNC(=O)C2(NC(=O)Nc3ccc(C)cc3)CCCCC2)cc1	42	31	-6	6	-1	4	x	-35	-3.6	16
Cn1c(=O)oc2cc(S(=O)(=O)N3CCC(C(=O)N4CCN(c5ccccc5)CC4)CC3)ccc21	21	97	-8	2	0	11	0	-41	-1.3	93
COCc1cc(=O)n2[nH]c(C)cc2n1	x	93	-16	4	2	17	0	-13	-2.8	88
CCSc1ccccc1C(=O)Nc1cccc(OC)c1	3	90	-15	8	4	-20	x	15	-1.9	101
Cc1ccc(Cn2cc(C(=O)c3ccc(F)cc3)c(=O)c3cc4c(cc32)OCCO4)cc1	5	74	4	6	9	0	x	-24	-2.9	81
NC(=O)C1CCN(C(=O)c2ccc(Oc3ccccc3)cc2)CC1	-2	109	-3	12	4	-21	-1	-7	-0.1	103
Cc1ccc([N+](=O)[O-])cc1NC(=O)C1CCN(S(C)(=O)=O)CC1	x	90	6	10	0	-1	-4	-24	-0.7	97
Cc1[nH]n(-c2ccccc2)c(=O)c1C(c1ccc(C(=O)O)cc1)c1c(C)[nH]n(-c2ccccc2)c1=O	x	92	15	6	4	2	13	-34	0.0	94
CCOc1cc(N2CCOCC2)c(OCC)cc1NC(=O)Cc1cn2ccsc2n1	x	89	-10	-1	15	0	0	-6	-1.1	99
Cc1cccc(C)c1N1CCN(S(=O)(=O)c2ccc(F)cc2)CC1	-5	72	-1	11	10	8	-1	-57	0.7	74
N#Cc1c(N)nc2c3c(sc(=N)c2c1N)NC(=O)CC3c1ccccc1Cl (centres undefined)	32	96	-4	9	2	8	0	-10	-3.3	90
CCc1cccc(C)c1NC(=O)Cn1c(NCCO)nc2ccccc21	-22	86	1	6	15	2	0	-38	0.1	89
Cc1cc(Cl)ccc1Oc1nc(-c2ccccc2)ncc1S(C)(=O)=O	-7	62	-4	6	5	-9	0	-42	-5.7	29
C=CCn1c(SCC(=O)NCC(=O)OCC)nnc1-c1cccc(OC)c1	7	107	-8	0	2	3	-2	-10	-1.8	105
CC(=O)c1cc(C)ccc1OC(=O)CCN1C(=O)C2C3c4ccccc4C(c4ccccc43)C2C1=O (centres undefined)	-17	100	-2	3	0	0	x	-12	-2.2	99
O=C(Nc1cccc2ccccc12)c1cn(-c2ccccc2)nc1-c1cccs1	-23	72	-9	32	7	-6	x	-41	0.7	69
O=C1CN(C(=O)c2cnccn2)c2ccccc2N1	x	115	-9	24	4	16	-1	-47	-0.6	94
Cc1noc(C(=O)NCc2cccnc2)c1Cl	-12	98	3	21	0	1	x	-34	-1.6	101
c1ccc2c(c1)ncn2CCCCOc1ccc2c(c1)CCC2	19	41	-14	2	13	0	-1	-17	0.1	15

3 records picked at random from the list so far, as already listed:
SMILES	E-sel TNF inh	HCT116 PTEN-null	Yeast life ext	Measles CPE	NPY-Y2 antag	GALR2 antag	Phagocyt inh	BB579 growth dn	MRP-1 activ	bCat KO growth
CCc1c(C)c2ccc(OCC(=O)OC(C)C)c(C)c2oc1=O	-9	87	-18	7	9	-3	-2	-34	2.0	72
N#CC1=C(N)N(c2ccccc2)C(c2cccc([N+](=O)[O-])c2)C1(C#N)C#N (centres undefined)	-16	89	-6	7	0	-24	0	-4	-4.8	93
CC12CCC(C(=O)NCc3ccco3)(OC1=O)C2(C)C (centres undefined)	11	103	-5	4	-1	-3	-2	13	0.2	93

Screening data deposited in PubChem BioAssay by several laboratories.
